Screening data: PubChem BioAssay, Sanford-Burnham Center for Chemical Genomics
AID2073: inhibitors of Mint1-CaV2.2 protein interaction, biochemical, HTRF (AID 2073); Voltage-dependent N-type calcium channel subunit alpha-1B (Homo sapiens); HTRF protein-protein interaction, Mint1-CaV2.2; higher % means a stronger effect; inhibition, % at 20 µM; hits with a dose series show IC50 in µM; 0.19% of 290,000 active; in the data active means inhibition mostly above about 51%, no sharp cut-off; further: some results filed as inactive read as strong as hits
SIAH1 antagonists: Siah-1 peptide-binding antagonists, primary screen, biochemical, fluorescence polarization, rhodamine-plectin, uHTS (AID 1817). Siah-1 / rhodamine-plectin peptide fluorescence polarization; higher % means a stronger effect. displacement, % at 20 µM, or IC50 in µM where a hit was titrated. 0.02% of 290,000 active;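 active means displacement of at least 50% at 20 µM, with a fluorescence ratio check between 0.3 and a set limit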;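 further: plate controls were Siah plus tracer with DMSO for no effect and tracer alone without Siah for full effect; strong numbers were not always called active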
LYP phosphatase: inhibitors of LYP phosphatase, biochemical, fluorescence intensity, uHTS (AID 1779) | 0.054% of 290,000 active | Tyrosine-protein phosphatase non-receptor type 22 (Homo sapiens) | recombinant LYP phosphatase, fluorescence intensity; higher % means a stronger effect | inhibition, % at 11.5 µM, or IC50 in µM where a hit was titrated; in the data active means inhibition above about 50%;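 further: plate controls were vehicle with enzyme for no effect and no enzyme for full effect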
Starred values were filed as active, the others as inactive. A portion of the library (hit frequency here may not be typical).

SMILES | AID2073 | SIAH1 antagonists | LYP phosphatase
Cc1ccc(OCc2cc(C(=O)N(C)CCc3ccccn3)no2)cn1 | -4% | 4% | -2%
OC(c1ccc(F)cc1)C(CN1CCOCC1)c1ccccc1 (configuration not stated) | -8% | 0% | -6%
NC(=O)c1cc(S(=O)(=O)NCCCc2ccccc2)cs1 | 14% | 5% | -8%
O=C(NCC(=O)N1CCCC(C(F)(F)F)C1)c1ccc(Oc2ccccc2)cc1 (configuration not stated) | 3% | 7% | -6%
CC1CCN(C(=S)NC(=O)c2ccc(C(C)(C)C)cc2)CC1 | -4% | 2% | 1%
O=C(NCCN1CCOCC1)C1CC(=O)N(c2ccc(F)cc2)C1 (configuration not stated) | -4% | 1% | -6%
CCOC(=O)[C@@H]1[C@H]2COc3ccc(Br)cc3[C@@H]2N2C(=O)N(c3ccccc3)C(=O)[C@@]12C | -1% | 4% | -7%
Cc1ccccc1N1CCN(C2CCCN(C(=O)CCn3cnnn3)C2)CC1 (configuration not stated) | 1% | 1% | -12%
Cc1ccc(NCc2nc(SCC(=O)Nc3ccccc3)n[nH]2)cc1 | 7% | 0% | -8%
Cc1ccc(S(=O)(=O)Nc2ccc(N3CCOCC3)cc2)cc1C | 0% | 2% | -3%
COc1cccc(CNC(=O)c2ccc(COc3ccccc3)cc2)c1 | -11% | 0% | -4%
CSc1ccccc1OCc1cc(C(=O)N(C)C(C)c2ccccn2)no1 (configuration not stated) | 4% | -8% | -13%
Cc1ccc(CNC(=S)NC2CCCCC2)cc1 | 2% | 3% | -10%
COc1ccccc1C(=O)N(C1=NC(C)CS1)c1ccc(Cl)cc1 (configuration not stated) | 1% | 2% | -4%
CCOc1ccc(N(CC(=O)NCCOc2ccc(C)cc2)S(=O)(=O)c2ccccc2)cc1 | 14% | 8% | 0%
O=C(Nc1ccc(N2CCCC2)cc1)c1cc2ccccc2o1 | -7% | -6% | -5%
CCOc1ccc(N(CC(=O)NCc2ccco2)C(=O)CCC(=O)Nc2nccs2)cc1 | -5% | 1% | -10%
CCN(CC)c1ccc(/C=N/NC(=O)CNC(=O)C2COc3ccccc3O2)c(O)c1 (configuration not stated) | 7% | 10% | 4%
CCOc1cc(C(C(=O)NCC2CCCO2)N(C(=O)Cn2nnc3ccccc32)c2ccccc2OC)ccc1O (configuration not stated) | 8% | 4% | -8%
COc1ccc(S(=O)(=O)N(C)CC(=O)N2CCN(C)CC2)cc1Cl | 8% | -3% | -11%
COc1cc(CN2CCCCCC2)cc(Br)c1O | 6% | 12% | -11%
CC(=O)Nc1ccc(S(=O)(=O)NNc2cccc(C)c2)cc1 | -77% | -4% | -6%
COC(=O)c1cc(OC)c(OC)cc1NC(=S)N1CCOCC1 | 32% | 4% | -10%
Cc1ccc2occ(/C=N/NC(=O)c3ccccc3O)c(=O)c2c1 | 8% | 25% | -3%

Pulled by compound from the list above, 3 records:
SMILES | AID2073 | SIAH1 antagonists | LYP phosphatase
CSc1ccccc1OCc1cc(C(=O)N(C)C(C)c2ccccn2)no1 (configuration not stated) | 4% | -8% | -13%
COc1ccc(S(=O)(=O)N(C)CC(=O)N2CCN(C)CC2)cc1Cl | 8% | -3% | -11%
Cc1ccc(CNC(=S)NC2CCCCC2)cc1 | 2% | 3% | -10%

New compounds follow:
SMILES | AID2073 | SIAH1 antagonists | LYP phosphatase
O=C1CCN(Cc2ccc([N+](=O)[O-])cc2)CCN1CCO | -10% | 7% | -8%
O=C(CN(C(=O)c1csnn1)c1cccc(F)c1)NCc1ccc2c(c1)OCO2 | -2% | -2% | -8%
COc1ccccc1NCN1C(=O)CCC1=O | 5% | 2% | -10%
COc1ccc(C(C(=O)NC2CCCC2)N(Cc2ccco2)C(=O)c2snc(C(N)=O)c2N)cc1OC (configuration not stated) | 14% | 4% | -4%
NS(=O)(=O)c1ccc(CCNc2ccnc3cc(Cl)ccc23)cc1 | 4% | -8% | -12%
Cc1cc(C(=O)N2CCC(Cc3ccccc3)CC2)no1 | 1% | -3% | -14%
COCCC(=O)NC1CCCc2c1cnn2-c1cccc(C)c1C (configuration not stated) | 6% | 5% | -9%
O=C1Nc2ccccc2C1=Nc1ccc(F)cc1 | -11% | -2% | -5%
CCOC(=O)c1c(S(=O)(=O)N2CCN(c3ccc(C(C)=O)cc3)CC2)c(C)n(C)c1C | 9% | 0% | -8%
Cc1ccc(N(CC(=O)Nc2cccc(Cl)c2C)S(C)(=O)=O)cc1 | 2% | 8% | -7%
Cc1cccc(NC(=S)N2CCN(C(=O)c3ccco3)CC2)c1 | -20% | 0% | -7%
C=CCOc1ccc(CNCC2CCCO2)cc1 (configuration not stated) | -5% | 8% | -8%
O=C(CNC(=O)c1ccco1)N/N=C/c1cc(Br)ccc1O | 12% | 4% | -7%
Cc1cccc(NC(=O)CN2C(=O)CCSc3ccc(S(=O)(=O)N4CCOCC4)cc32)c1C | -5% | -4% | -8%
CCC(C)(C(=O)Nc1ccc(OC)cc1)N(C)C(=O)Cn1nnnc1N (configuration not stated) | 10% | -2% | -5%
Cc1ccc(NC(=O)C2CCCN(S(=O)(=O)c3ccc4[nH]c(=O)ccc4c3)C2)cc1C (configuration not stated) | 1% | -3% | -14%
CC1=C(C(=O)OCc2ccccc2)C(c2ccccc2[N+](=O)[O-])NC(=O)N1C (configuration not stated) | -20% | -1% | -9%
CCc1cccc(C)c1NC(=O)CC1Oc2ccc(C)cc2NC1=O (configuration not stated) | -4% | 2% | -6%
CC1(C(=O)O)CCC(C(=O)Nc2ccc(Cl)c(Cl)c2)C1(C)C (configuration not stated) | 2% | 1% | -12%
O=C(Nc1cccc2ccccc12)c1cccc(F)c1 | 1% | -2% | -2%
CCOC(=O)C1CCN(S(=O)(=O)c2csc(C(N)=O)c2)CC1 | -1% | 0% | -5%
CC(=O)N1c2ccc(S(=O)(=O)N3CCC(C(=O)Nc4ncccc4C)CC3)cc2CC1C (configuration not stated) | 6% | -7% | -12%
COc1ccnc2c1c(=O)n(Cc1ccc(Cl)cc1)c(=O)n2C | 4% | 2% | -13%
CC(=O)c1cccc(OCc2cc(C(=O)N3CCC(N4CCCCC4)CC3)no2)c1 | 13% | -8% | -9%
O=C(Nc1ccc(Cl)cc1N1CCOCC1)C1CCCCC1 | 7% | -1% | -5%
O=C(CSc1nnc(CNC(=O)c2c(F)cccc2F)o1)c1ccccc1 | -6% | -2% | -5%
CCC(=O)N1CCN(c2ccc(NC(=O)c3ccco3)cc2Cl)CC1 | 11% | -2% | -6%
COc1ccc(-c2nc3c(s2)CCc2onc(-c4ccc(OC)cc4)c2-3)cc1 | 2% | 1% | -1%
Cc1ccc(C(=O)C2=C(O)C(=O)N(Cc3cccnc3)C2c2ccc(Cl)cc2)o1 (configuration not stated) | 2% | 5% | -2%
COc1ccc(-c2nc(CN3CCN(C(=O)c4ccco4)CC3)c(C)o2)c(F)c1 | 22% | 10% | -5%
CCn1c2ccccc2c2nnc(SCCN3CCCCC3)nc21 | -10% | -1% | -9%
O=C1CN(C(=O)C2CCC(=O)N(CCc3ccc(Cl)cc3)C2)CCN1 (configuration not stated) | 7% | 5% | -9%
Cc1ccc(CNC(=O)[C@H](C)NC(=O)C2CCN(C(=O)[C@@H]3CCCN3C(=O)OC(C)(C)C)CC2)cc1 | 8% | -1% | -6%
Cc1cc(S(=O)(=O)N2CCN(c3ccc(F)cc3)CC2)ccc1-n1cnnn1 | 4% | -3% | -7%
COc1ccccc1C(=O)N/N=C(\C)CC(=O)Nc1ccccc1NC(C)=O | 8% | 1% | -7%
Cc1c(CN2CCC(n3nccc3NC(=O)CCc3ccccc3)CC2)cnn1C | 2% | 0% | -7%
COc1ccc(NC(=O)c2cc(S(=O)(=O)N3CCOCC3)ccc2N2CCOCC2)cc1 | 0% | 2% | -5%
COc1ccc(S(=O)(=O)N2CCCCC2)cc1NC(=O)Cn1c(=O)cnc2ccccc21 | 0% | 4% | 2%
O=C(c1ccc(OC2CCN(CCc3ccccc3)CC2)cc1)N1CCCC1 | -1% | 7% | -6%
N=C1/C(=C/c2ccc(Br)o2)C(=O)N=C2SC(CC(=O)N3CCCC3)=NN12 | -1% | -4% | -8%
Cc1ccccc1CS(=O)(=O)c1ncc(Cl)c(C(=O)Nc2ccc(F)cc2)n1 | -30% | -4% | -4%
CCC(C(=O)N1CCOCC1)n1nc(C)c2c(C)n(-c3ccccc3)nc2c1=O (configuration not stated) | 6% | -2% | -9%
O=C(NCCSc1ccc(Br)cc1)c1ccc2nc[nH]c2c1 | 12% | 21% | -6%
CC(=O)Nc1ccc(S(=O)(=O)N(C)CC(=O)OCC(=O)N2CCCCCC2)cc1 | 4% | 4% | -9%
CC(=O)N1N=C(c2cccs2)CC1c1ccc(Br)cc1 (configuration not stated) | -11% | -3% | -2%
Cc1cc(-c2nnc(CCC(=O)NCC(C)c3ccccc3)o2)no1 (configuration not stated) | 10% | -7% | -8%
COCCN(C(=O)CCC(=O)Nc1cc(C)on1)C(C(=O)NC(C)(C)C)c1ccccc1Cl (configuration not stated) | -1% | 2% | -6%
Cc1cc2oc(=O)c(CC(=O)NCCCO)c(C)c2c2occ(C(C)(C)C)c12 | 27% | 3% | -1%
COc1ccc(NS(=O)(=O)c2ccc3oc(=O)ccc3c2)cc1 | 12% | -2% | -3%
O=C(NCCCN1CCCC1=O)c1cccc(S(=O)(=O)N2CCN(c3ccccc3)CC2)c1 | 4% | -2% | 0%
COc1ccc(S(=O)(=O)N(CC(=O)NCCSc2ccccn2)c2ccccc2)cc1 | -3% | 0% | -2%
Cc1ccc(S[C@@H](CCN2CC[C@H](C)CCC2=O)c2ccccc2)cc1 | 2% | 1% | -8%
O=C(O/N=C/c1ccc(Cl)cc1)C1CCCCC1 | -4% | 3% | -8%
O=C(OCC(=O)N1CCCC1)c1ccc(Cl)c([N+](=O)[O-])c1 | 1% | 7% | -7%
O=S(=O)(c1ccc(Cl)cc1)N1CCN2CCCC2C1 (configuration not stated) | 2% | 4% | -6%
Oc1cccc(Nc2nc(-c3ccccc3Cl)nc3ccccc23)c1 | 3% | 4% | 2%
CCC(C(=O)NC1CCCC1)N(C(=O)Cn1nnc(-c2ccc(C)o2)n1)c1cccc(OC)c1 (configuration not stated) | 5% | 0% | -8%
Cc1nn2c(-c3ccc(F)cc3)ccnc2c1Cl | 9% | -3% | -6%
CC(=O)Nc1ccc(NC(=O)CCC(=O)Oc2ccc(C)cc2)cc1 | 6% | 1% | -1%
O=C(COC(=O)CNS(=O)(=O)c1ccc(Br)cc1Cl)NCCc1ccccc1 | 16% | 9% | -8%

An excerpt from above in order of the SIAH1 antagonists value, lowest first.
Structure	AID2073	SIAH1 antagonists	LYP phosphatase
COc1ccc(NS(=O)(=O)c2ccc3oc(=O)ccc3c2)cc1	12%	-2%	-3%
CCC(C(=O)NC1CCCC1)N(C(=O)Cn1nnc(-c2ccc(C)o2)n1)c1cccc(OC)c1 (configuration not stated)	5%	0%	-8%
Cc1ccc(S[C@@H](CCN2CC[C@H](C)CCC2=O)c2ccccc2)cc1	2%	1%	-8%
Oc1cccc(Nc2nc(-c3ccccc3Cl)nc3ccccc23)c1	3%	4%	2%

Copied from the entries so far, 3 compounds:
SMILES | AID2073 | SIAH1 antagonists | LYP phosphatase
COc1ccc(NS(=O)(=O)c2ccc3oc(=O)ccc3c2)cc1 | 12% | -2% | -3%
O=C(NCCCN1CCCC1=O)c1cccc(S(=O)(=O)N2CCN(c3ccccc3)CC2)c1 | 4% | -2% | 0%
COc1ccc(S(=O)(=O)N(CC(=O)NCCSc2ccccn2)c2ccccc2)cc1 | -3% | 0% | -2%

The list goes on.
SMILES | AID2073 | SIAH1 antagonists | LYP phosphatase
CN(C)CCCN(C(=O)c1ccc(S(=O)(=O)N(C)C2CCCCC2)cc1)c1nc2ccc(F)cc2s1 | 2% | 0% | -8%
C=CCc1cccc2cc(C(=O)N3CCN(C(=O)c4ccccc4)CC3)c(=O)oc12 | 1% | -5% | -5%
Cc1nccn1CC(O)COc1ccc(Cl)cc1Cl (configuration not stated) | 5% | 6% | -13%
CN(CCCNC(=O)c1ccc(CS(=O)c2ccc(Br)cc2)o1)Cc1ccccc1 (configuration not stated) | 1% | -1% | -12%
COc1ccc(NC(=O)NNC(=O)c2ccc3ccccc3c2O)cc1OC | 46% | -5% | 0%
Cc1ccc(OC(=O)CN2C(=O)c3ccccc3C2=O)cc1C | 9% | 2% | -7%
O=[N+]([O-])c1ccccc1S(=O)(=O)N(CC1CO1)c1ccccc1 (configuration not stated) | 8% | -4% | -8%
CN(CC(=O)Nc1ncn[nH]1)S(=O)(=O)c1ccc(Cl)cc1 | 47% | 12% | -12%
O=C(Nc1ccc(C(=O)N2CCOCC2)cc1)c1ccc([N+](=O)[O-])cc1 | 11% | 7% | -4%
COc1cccc(CC(=O)Nc2nc(-c3ccc(F)c(F)c3)cs2)c1 | 6% | 5% | -4%
Cc1cccn2c(=O)c3cc(C(=O)NCCCOC(C)C)sc3nc12 | 19% | 5% | -15%
O=C(COc1ccccc1Cl)Nc1cc(NC(=O)COc2ccccc2Cl)cc(C(=O)O)c1 | 10% | -5% | 0%
